Screening results as filed in PubChem.
CCR6 antag: antagonists of human CCR6 receptor | P51684 | 340,000 compounds, 0.49% hits | CHO-K1 CCR6 PathHunter beta-arrestin, luminescence, CCL20-stimulated | inhibition, % at 20 µM;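 active = compounds whose inhibition of the agonist-driven luminescence signal at 20 µM reaches about 50%, limit read from the data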;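 also: cells stimulated with CCL20 at 14 nM final; plate controls were DMSO with CCL20 for no effect and DMSO without agonist for full effect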
Target sequence (P51684 whole entry, looked up): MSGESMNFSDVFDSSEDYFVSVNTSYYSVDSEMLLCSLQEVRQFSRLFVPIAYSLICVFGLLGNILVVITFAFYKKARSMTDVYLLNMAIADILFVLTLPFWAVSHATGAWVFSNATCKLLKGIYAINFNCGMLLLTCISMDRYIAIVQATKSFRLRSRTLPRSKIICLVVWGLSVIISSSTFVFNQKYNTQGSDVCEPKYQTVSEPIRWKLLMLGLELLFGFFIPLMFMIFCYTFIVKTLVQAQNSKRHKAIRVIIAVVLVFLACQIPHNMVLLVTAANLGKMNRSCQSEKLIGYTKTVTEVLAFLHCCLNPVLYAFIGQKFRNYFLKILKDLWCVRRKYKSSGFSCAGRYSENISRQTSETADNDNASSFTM
EBI2 block: EBI2 (human) antagonism; inhibition, % at 5 µM; 360,000 compounds, 0.81% hits; EBI2 beta-arrestin recruitment, luminescence, 7a,25-OHC stimulated; in the data active = inhibition above about 38%;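 also: enzyme fragment complementation signal reports receptor beta-arrestin coupling in cells; 0% = agonist plus DMSO wells and 100% = wells without agonist; some results beyond the cut were filed as inactive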
Target sequence (P32249 whole entry, looked up, the tested form may be a part): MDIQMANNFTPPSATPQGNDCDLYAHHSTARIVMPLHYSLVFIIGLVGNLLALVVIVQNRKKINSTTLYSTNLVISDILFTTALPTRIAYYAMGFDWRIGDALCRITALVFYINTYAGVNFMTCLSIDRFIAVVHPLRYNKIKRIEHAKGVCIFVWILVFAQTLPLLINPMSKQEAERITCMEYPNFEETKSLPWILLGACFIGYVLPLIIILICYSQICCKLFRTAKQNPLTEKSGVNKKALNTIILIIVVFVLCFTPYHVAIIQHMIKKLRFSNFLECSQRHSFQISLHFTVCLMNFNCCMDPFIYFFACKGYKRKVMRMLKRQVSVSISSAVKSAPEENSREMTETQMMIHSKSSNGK
Gli-Sufu antag: antagonists of Gli-Sufu signaling; Sufu-KO-LIGHT fibroblasts, Gli luciferase reporter luminescence; inhibition, % at 5 µM; 340,000 compounds, 0.74% hits;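 active = inhibition above about 55%, limit read from the data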;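 also: 0% = DMSO-treated cells and 100% = wells with medium but no cells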
* hit, by the source's call.

Start of the data: the first 2 entries (preview)
SMILES	CCR6 antag	EBI2 block	Gli-Sufu antag
CCCCCN(C(=O)CCC(=O)OCC(=O)N1CCCCC1CC)c1c(N)n(CCCC)c(=O)[nH]c1=O (stereo unspecified)	-3	-3	-28
C=C(C1=CCN(S(=O)(=O)C(C)(C)C)[C@H]1CCO)c1ccccc1	11	5	1

Main list, previewed entries included:
SMILES	CCR6 antag	EBI2 block	Gli-Sufu antag
CCCCCN(C(=O)CCC(=O)OCC(=O)N1CCCCC1CC)c1c(N)n(CCCC)c(=O)[nH]c1=O (stereo unspecified)	-3	-3	-28
C=C(C1=CCN(S(=O)(=O)C(C)(C)C)[C@H]1CCO)c1ccccc1	11	5	1
Cc1cc(OCCCC(=O)Nc2cc(S(=O)(=O)N3CCOCC3)ccc2N2CCOCC2)ccc1Cl	13	5	17
CN(Cc1ccccc1)C(=O)c1cccc(NC(=O)Cc2ccc(NC(=O)C3CCN(C(=O)C4CCCC4)CC3)cc2)c1	-1	-2	0
COc1nc(N)nc2c1ncn2C1OC(CO)CC1O (stereo unspecified)	-8	1	4
Nc1nc(CCl)nc(Nc2ccc3ccccc3c2)n1	-7	41	-6
COC(=O)/C(=C/c1cn(C(C)=O)c2ccccc12)[N+](=O)[O-]	3	-2	3
O=C(NC1CCCCC1)NS(=O)(=O)c1ccc2c(c1)CCC2	5	10	-7
Nc1ccc(S(=O)(=O)Nc2cc(Cl)c(N)c(Cl)c2)cc1	-1	4	2
COc1cc(C(=O)NNC(=O)C2CC=CCC2C(=O)O)cc(OC)c1OC (stereo unspecified)	-1	-3	3
O=S1c2ccccc2Sc2ccccc21	8	-7	6
O=C(O)Cn1c(=O)c2c3c(sc2n(Cc2ccc(Cl)cc2Cl)c1=O)CCCC3	-1	-11	1
CN(C)CCCN(C(=O)CCOc1ccccc1)c1nc2c(F)cccc2s1	20	48*	-3
Nc1c(C(=O)NCc2ccco2)c2nc3ccccc3nc2n1CCc1ccccc1	-16	3	3
COc1ccccc1C(=O)n1nc(-c2cccnc2)nc1NCc1ccccc1	33	19	-4
Cc1cccc(N2C(=O)C(Oc3ccc(Cl)cc3Cl)C2C=O)c1C (stereo unspecified)	0	11	11
COc1ccc(NC(=S)N2CCC(C(=O)c3ccc(F)cc3)CC2)cc1	5	13	1
FC(F)(F)c1ccccc1NC(=S)N/N=C1\CC2CC=CC12 (stereo unspecified)	12	5	2
ON=C(CCc1ccccc1)CCc1ccccc1	14	2	5
O=c1ccc2ccc(O)cc2o1	14	5	8
Cn1c(=O)[nH]c2c(cnn2C)c1=O	3	5	1
Cc1cc(C)c(S(=O)(=O)N2CCN(C(=O)c3ccc(-n4nc(C)c(Cl)c4C)cc3)CC2)c(C)c1	4	94*	-5
OCCNc1ncnc2c1cnn2Cc1ccccc1	13	-2	8
COc1cc(C2C(C#N)=C(N)Oc3cc(C)n(CC4CCCO4)c(=O)c32)cc2c1OCO2 (stereo unspecified)	0	2	10
CN(CC(=O)Nc1ccc(F)cc1)C(=O)COC(=O)c1cc(Br)c(Br)s1	-6	8	65*
CCOc1cccc2sc(NN)nc12	15	2	-5
CN(C(=O)c1cccc(NC(=O)Cc2ccc(NC(=O)C3CCN(S(=O)(=O)c4cccc([N+](=O)[O-])c4)CC3)cc2)c1)C1CCCC1	2	36	-4
CCN(CC)CCOC(=O)c1ccc(NC(=O)CSc2nnc(-c3cccs3)n2CC)cc1	-1	-8	12
CCCCC1CC(=O)NC1(C(=O)OCC)C(=O)OCC (stereo unspecified)	3	5	9
Cc1ccc(CNCC(O)(c2ccccc2)c2ccc(Cl)cc2)cc1 (stereo unspecified)	15	4	26
O=C1NC[C@H](Cc2ccccc2)N(CC2CCN(CCC34CC5CC(CC(C5)C3)C4)CC2)C1=O	-7	-1	10
COc1cccc(N2CCc3c(C)nc4ccc(Cl)cc4c32)c1	18	16	15
CCOC(=O)C1CC(=O)c2ccccc2C1c1ccccc1 (stereo unspecified)	15	-2	5
CC(C)Cn1c(N)c(C(=O)CSc2nnnn2-c2ccc(Cl)cc2)c(=O)n(C)c1=O	10	-7	14
Cc1ccc(Sc2ncnc3onc(C)c23)c(C)c1	8	-74	-8
NC(=O)NN=C1CCn2cccc21	7	-1	-10
CC1CCCC(O)(C(C(=O)O)c2ccccc2)C1 (stereo unspecified)	6	-6	2
COc1ccccc1NC(=O)C1=C(C)Nc2nc(-c3cccnc3)nn2C1c1ccccn1 (stereo unspecified)	1	7	-8
Cc1nc(N)[nH]c(=O)c1CCCNc1ccc(CCC2(CCl)OCCO2)cc1	-2	1	-39
N#Cc1c(/N=C/c2ccc(Br)s2)sc2c1CCC2	18	-5	18
O=C(Cc1ccc(NC(=O)C2CCCN(C(=O)C3CC3)C2)cc1)Nc1cccc(C(=O)N2CCCCC2)c1 (stereo unspecified)	5	-1	-8
O=C(/C=C/c1ccc(O)c(O)c1)OC1C(O)CC(OC(=O)/C=C/c2ccc(O)c(O)c2)(C(=O)O)CC1O (stereo unspecified)	-3	-8	-1
Cc1ccc(S(=O)(=O)NCCC(=O)N2CCN(C/C=C/c3ccccc3)CC2)cc1	13	8	-1
CCOC(=O)c1c(NC(=O)CSc2nncn2C)sc(C)c1C	1	-12	-11
O=C(NCCc1ccccc1)c1cccc(NC(=O)C2CCCC2)c1	-13	-3	-56
C#CCOCCOCCOCCNc1nc(N2CCN(C(=O)[C@H](C)n3cc(CCC(=O)O)nn3)CC2)nc(N2CCN(C(=O)[C@H](C)n3cc(CCC(=O)O)nn3)CC2)n1	3	-3	-3
COc1c(C=NNC(N)=O)c(OC)c(OC)c2c1CCO2	-3	-9	3
N#Cc1ccc(NC(=O)NN2CCCCCC2)cc1	-1	1	1
N#Cc1ccccc1OCc1cn(CC(=O)c2ccc(O)cc2)nn1	19	6	-4
O=C(Nc1cccc(C(=O)N2CCCC2)c1)C1CC1	-7	-1	12

The listing continues.
SMILES	CCR6 antag	EBI2 block	Gli-Sufu antag
CCN(CC)CC(O)c1ccc2ccc3ccc(O)cc3c2c1 (stereo unspecified)	-1	-5	-3
CC(C)C(=O)Nc1cccc(COc2ccc(CN(CCc3ccccc3)C(=O)OC(C)(C)C)cc2)c1	-5	8	12
Cc1c(NS(=O)(=O)c2cccc(C(=O)NC(C)c3ccccc3)c2)c(=O)n(-c2ccccc2)n1C (stereo unspecified)	9	3	2
CCOc1ccc(Nc2ccc(N)c(S(=O)(=O)O)c2)cc1	0	-39	1
Cc1c(C(=O)N/N=C/c2ccc(O)c(Br)c2)sc(N)c1C#N	14	0	11
N#Cc1cc2c(nc1SC1CC(=O)N(c3ccccc3)C1=O)CCC2 (stereo unspecified)	3	2	20
O=C1C(Cl)=C(O)C2(Cl)C(Cl)=C(Cl)C12Cl (stereo unspecified)	11	-17	-4
Nc1nc(-c2ccco2)nn1C(=O)c1ccc(F)cc1	-6	-10	31
CC(=O)OC1(C(C)=O)CCC2C3CC(Cl)C4=CC(=O)CCC4(C)C3CCC21C (stereo unspecified)	4	-6	4
O=C(c1ccc(Cl)cc1)C1C2C(=O)N(c3ccccc3)C(=O)C2C2CCCN21 (stereo unspecified)	1	-3	-3
Cn1ncc2c(=O)[nH]c(N)nc21	1	-5	-3
Cc1ccc(NC(=O)c2csc(-c3ccccc3)c2C)cc1	-6	26	-141
CCOC(=O)c1coc(C(=O)OCC)c1C(=O)OCC	3	-11	3
OCC[C@H]1NCc2cc(CO)cc(-c3ccccc3)c21	7	-8	-17
ON=C1C2CC=C(c3ccccc3)C1CCC2 (stereo unspecified)	6	6	-6
N#CC1(Nc2ccc(-c3ccc(Cl)cc3)cc2)CCCC1	-8	5	-39
O=C(Nc1ccc([N+](=O)[O-])cc1)Nc1nc(-c2ccc(Cl)s2)cs1	32	17	60*
CC1(C)CCC(=O)c2ccccc21	10	-14	5
C=CCN(C(C(=O)OC)C(C)C)S(=O)(=O)CCNCc1ccccc1 (stereo unspecified)	6	-3	0
O=S(=O)(CCNCCc1ccccc1)NC1CCCCC1	2	9	-2

Continued; the last 4 above are carried over.
SMILES	CCR6 antag	EBI2 block	Gli-Sufu antag
O=C(Nc1ccc([N+](=O)[O-])cc1)Nc1nc(-c2ccc(Cl)s2)cs1	32	17	60*
CC1(C)CCC(=O)c2ccccc21	10	-14	5
C=CCN(C(C(=O)OC)C(C)C)S(=O)(=O)CCNCc1ccccc1 (stereo unspecified)	6	-3	0
O=S(=O)(CCNCCc1ccccc1)NC1CCCCC1	2	9	-2
Cc1ccc(/C=C/C(=O)c2ccccc(=O)c2O)cc1C	11	5	-2
N#CC(C#N)=C1CCCc2sccc21	4	-5	33
CC1(C)N=C(N)N=C(N)N1c1cccc(C#N)c1	3	3	1
Clc1ccc(-n2cnc3c(Cl)ncnc32)cc1Cl	-15	-2	-9
CCOC(=O)/C(=C\c1ccc(OC(F)F)cc1)C1=Nn2c(nnc2-c2ccc(Cl)cc2)SC1	22	54*	56*
CCCCN(CCCNC(=O)C1CCN(S(=O)(=O)N2CCOCC2)CC1)Cc1ccccc1	-15	14	11
Cc1nc(COC(=O)c2cc(O)c3ccccc3c2O)cs1	-1	3	-1
O=C(COc1ccc(Br)cc1)NNC(=O)c1cc(S(=O)(=O)N2CCOCC2)ccc1Cl	12	40	3
Nc1cccc(C(=O)c2ccccc2C(=O)O)c1	-5	-11	4
Nc1nc(SCc2ccccc2)c2ncn(C3CCCO3)c2n1 (stereo unspecified)	7	-2	-34
O=C1C2CCCN2C(c2ccccc2F)N1c1ccc(F)cc1 (stereo unspecified)	-6	-3	2
Cc1cn(CC(=O)N[C@H](C)c2cccc3ccccc23)c(=O)[nH]c1=O	10	-9	2
O=[N+]([O-])c1ccc(NN=Cc2cccc3ccccc23)cc1	6	11	6
O=C(Cc1cccc(NC(=O)C2CCN(C(=O)C3CCCC3)CC2)c1)Nc1cccc(C(=O)N2CCOCC2)c1	14	1	-1
Nc1cc2c(cc1Cl)-c1ccc([N+](=O)[O-])cc1C2=NO	26	0	8
C=CS(=O)(=O)N(Cc1ccccc1)[C@H](CO)CC(C)C	3	-11	6
Cc1ccc(NC(=O)C(C)N2C(=O)c3ccccc3C2=O)cc1S(=O)(=O)N1CCOCC1 (stereo unspecified)	15	-1	-3
CCCCn1c(NC(=O)c2ccco2)c(S(=O)(=O)c2ccc(C)cc2)c2nc3ccccc3nc21	-4	-2	0
Cc1ccc(Nc2c(O)nc[nH]c2=O)cc1	11	-6	5
CN(CC(=O)Nc1ccccc1Cl)C(=O)c1cccc(S(=O)(=O)N2CCN(c3ccccc3)CC2)c1	18	6	46
Cc1cccc(N(Cc2ccccc2)C(=O)CCl)c1	14	-32	77*
Cc1ccc(S(=O)(=O)N2CCN(C(=O)CN3C(=O)NC(C)(CCC(C)C)C3=O)CC2)c(C)c1 (stereo unspecified)	-1	-5	5
O=C(CN1CCC(NC(=O)C2CCCCC2)CC1)Nc1ccccc1	1	-13	-5
CCN1C[C@@H]2[C@@H]3C(=O)N(C)C(=O)[C@@H]3[C@](Cc3ccccc3)(C(=O)OC)N2C1=NCc1ccccc1	5	-3	-3
COc1cccc(OC(=O)c2ccccc2)c1OC(=O)c1ccccc1	15	-13	1
O=C(Nc1ccccc1N1CCOCC1)c1ccc2nc[nH]c2c1	-3	1	-6
COc1cc(NC(=O)CN2C(=O)COc3ccccc32)cc(OC)c1	6	7	-16
COc1ccc(CCNC(=O)Cn2c(=O)n(-c3ccc(F)cc3)c(=O)c3sccc32)cc1OC	-10	-12	-2
O=[N+]([O-])c1cc([N+](=O)[O-])c2cccnc2c1Oc1ccccc1O	23	5	19
Cn1cnc2c(cnn2C)c1=O	0	-1	8

Shown as a hit in EBI2 block (from the list above):
| compound | CCR6 antag | EBI2 block |
| --- | --- | --- |
| CN(C)CCCN(C(=O)CCOc1ccccc1)c1nc2c(F)cccc2s1 | 20 | 48* |
| Cc1cc(C)c(S(=O)(=O)N2CCN(C(=O)c3ccc(-n4nc(C)c(Cl)c4C)cc3)CC2)c(C)c1 | 4 | 94* |
| CCOC(=O)/C(=C\c1ccc(OC(F)F)cc1)C1=Nn2c(nnc2-c2ccc(Cl)cc2)SC1 | 22 | 54* |

Following part
SMILES	CCR6 antag	EBI2 block	Gli-Sufu antag
S=C(NCc1ccco1)N/N=C/c1ccc(Cl)cc1	17	-1	-2
CC(C)(CCC(=S)N1CCOCC1)c1ccccc1	2	-3	1
COC(=O)c1ccc2c(c1)C(NC(C)=O)CCc1cc(OC)c(OC)c(OC)c1-2 (stereo unspecified)	2	-15	65*
Cc1ccc(S(=O)(=O)N2CCC3CC2c2cc(Cl)ccc23)cc1 (stereo unspecified)	14	6	6
O=C(OCC1CCNCC1)c1ccc(F)cc1	2	-1	3
Cc1ccc(NS(=O)(=O)c2ccc(OCC(=O)NCc3cccnc3)cc2)cc1	2	-10	14
CCCn1cnc2c(SCCc3ccccc3)nc(N)nc21	4	1	-19
CCN(C(=O)CSc1nnc(C)n1-c1ccc(C)cc1)c1c(N)n(Cc2ccccc2)c(=O)[nH]c1=O	5	-12	1
CCOC(=O)c1ccc(S(=O)(=O)Nc2ccccc2-c2nnn(CC)n2)cc1	4	4	22
CN(C)c1ccc(C=c2c3cc([N+](=O)[O-])ccc3n3c2cc(-c2ccccc2)[n+]3C)cc1	68*	14	81*
CN1C(=O)C2(OCC(C)([N+](=O)[O-])CO2)c2ccccc21 (stereo unspecified)	0	5	4
O=C(Nc1cc([N+](=O)[O-])ccc1O)c1cccc(C(=O)Nc2cc([N+](=O)[O-])ccc2O)c1	35	1	2
Clc1ccc(CNc2ncnc3[nH]ncc23)cc1Cl	8	4	-2
O=C(c1c[nH]c2ccc(S(=O)(=O)N3CCOCC3)cc2c1=O)N1CCN(c2ccccn2)CC1	-13	-7	3
CCN(CC)Cc1cc(Nc2c3ccccc3nc3c4ccccc4n(C)c23)cc(CN(CC)CC)c1O	-1	16	14
c1ccc(NCCSc2nc3ccccc3s2)cc1	11	7	-8

This is a subset; rates above refer to the full screens.
